# Screening data as filed in PubChem.
# EBI2 block = antagonists of human EBI2 receptor | EBI2 beta-arrestin recruitment, luminescence, 7a,25-OHC stimulated | inhibition, % at 5 µM | 360,000 compounds, 0.81% hits | AID 651636; in the data active = inhibition above about 38%;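 also: enzyme fragment complementation signal reports receptor beta-arrestin coupling in cells; 0% = agonist plus DMSO wells and 100% = wells without agonist; some results beyond the cut were filed as inactive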
# Target sequence (P32249 whole entry, looked up, the tested form may be a part): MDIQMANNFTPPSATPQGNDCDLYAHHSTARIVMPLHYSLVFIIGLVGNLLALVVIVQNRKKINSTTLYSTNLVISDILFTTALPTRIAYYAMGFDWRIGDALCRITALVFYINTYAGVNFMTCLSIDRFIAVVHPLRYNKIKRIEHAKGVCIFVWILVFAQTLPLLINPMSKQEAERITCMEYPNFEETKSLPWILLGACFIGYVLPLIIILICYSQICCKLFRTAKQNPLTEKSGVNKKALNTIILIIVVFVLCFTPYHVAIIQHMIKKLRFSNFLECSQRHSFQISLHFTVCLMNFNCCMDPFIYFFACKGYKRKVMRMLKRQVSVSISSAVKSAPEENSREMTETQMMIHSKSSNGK
# CXCR6 inh = blocks human CXCR6 beta-arrestin recruitment | CHO-K1 PathHunter CXCR6 beta-arrestin, luminescence | O00574 | 360,000 compounds, 0.36% hits | inhibition, % at 20 µM; in the data active = inhibition above about 34%, passing the limit was not always enough;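 also: antagonist mode with CXCL16 agonist at 10 nM final; 0% = 10 nM CXCL16 with DMSO and 100% = unstimulated wells without agonist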
# Target sequence (O00574 whole entry, looked up): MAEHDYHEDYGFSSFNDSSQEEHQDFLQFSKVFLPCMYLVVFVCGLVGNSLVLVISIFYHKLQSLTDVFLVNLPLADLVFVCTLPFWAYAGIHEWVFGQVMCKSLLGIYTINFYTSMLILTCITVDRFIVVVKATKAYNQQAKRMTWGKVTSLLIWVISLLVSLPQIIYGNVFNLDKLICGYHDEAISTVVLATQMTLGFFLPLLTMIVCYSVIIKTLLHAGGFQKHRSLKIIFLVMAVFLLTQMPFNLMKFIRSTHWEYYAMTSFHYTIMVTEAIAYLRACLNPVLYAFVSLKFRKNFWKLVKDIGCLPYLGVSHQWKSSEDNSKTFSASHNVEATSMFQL
# APJ antagonist = APJ receptor antagonism | P35414 | CHO-K1 APJ beta-arrestin complementation, luminescence | inhibition, % at 20 µM | 330,000 compounds, 0.32% hits | AID 2521;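 active = inhibition above about 40% at 20 µM, limit read from the data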;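 also: cells challenged with 10 nM apelin-13 agonist together with compound; plate controls were apelin-13 plus DMSO wells for no effect and DMSO wells lacking apelin-13 for full effect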
# Gli-Sufu block = Gli-Sufu pathway antagonism; Sufu-KO-LIGHT fibroblasts, Gli luciferase reporter luminescence; inhibition, % at 5 µM; 340,000 compounds, 0.74% hits; AID 588413;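 active = inhibition above about 55%, limit read from the data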;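 also: 0% = DMSO-treated cells and 100% = wells with medium but no cells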
# ATG4B inhibitor = blocks human ATG4B protease cleavage of LC3 substrate | Q9Y4P1 | ATG4B cleavage of LC3-PLA2, NBD-HPC fluorescence, 1 h | inhibition, % at 8.33 µM | 340,000 compounds, 0.51% hits; in the data active = inhibition above about 40%
# UBC13 inh = human UBC13 polyubiquitination inhibition | UBC13 polyubiquitin chain formation, TR-FRET | P61088 | 330,000 compounds, 0.47% hits | inhibition, % at 20 µM; in the data active = inhibition above about 45%, passing the limit was not always enough
# Target sequence (P61088 whole entry, looked up): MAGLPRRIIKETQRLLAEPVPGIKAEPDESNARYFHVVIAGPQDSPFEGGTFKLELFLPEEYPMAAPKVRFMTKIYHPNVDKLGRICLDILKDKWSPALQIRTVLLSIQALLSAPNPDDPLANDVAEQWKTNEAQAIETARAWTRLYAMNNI
# APJ ag = agonists of human APJ apelin receptor; P35414; activation, % at 20 µM; CHO-K1 APJ PathHunter beta-arrestin, luminescence; 0% DMSO wells, 100% apelin; 330,000 compounds, 0.11% hits; AID 2520;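 active = activation more than six SD over the plate average, tested at 20 µM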;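 also: 0% = DMSO alone and 100% = apelin-13 at 10 nM; some results filed as inactive read as strong as hits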
#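 Incubation: overnight seeding, 90 min compound at 25 °C, 1 h detection; test system: PathHunter CHO-K1 APJ (AGTRL-1) beta-arrestin reporter cells; amount: 1000 cells/well; doses: one dose, 20 µM compound, 1% DMSO; measured by: beta-gal luminescence; measure: agonist-driven arrestin binding to APJ; benchmarks: negative DMSO alone, positive Apelin-13 at 10 nM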
# CCR6 antagonist = antagonists of human CCR6 receptor. inhibition, % at 20 µM. P51684. 340,000 compounds, 0.49% hits. CHO-K1 CCR6 PathHunter beta-arrestin, luminescence, CCL20-stimulated. AID 493098;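 active = compounds whose inhibition of the agonist-driven luminescence signal at 20 µM reaches about 50%, limit read from the data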;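 also: cells stimulated with CCL20 at 14 nM final; plate controls were DMSO with CCL20 for no effect and DMSO without agonist for full effect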
# * hit, by the source's call; x = no result given.
SMILES,EBI2 block,CXCR6 inh,APJ antagonist,Gli-Sufu block,ATG4B inhibitor,UBC13 inh,APJ ag,CCR6 antagonist
COc1ccc(C2CC(=O)c3cc(OC)ccc3O2)cc1 (stereo unspecified),8,-7,x,-29,2,x,x,13
Cc1cc2ncn(-c3ncnc4sc(C)c(C)c34)c2cc1C,7,14,26,-34,2,4,-3,-10
CCC(Sc1nc(=O)cc(N)n1-c1cccc(C)c1)C(=O)Nc1cc(C)on1 (stereo unspecified),-7,3,11,-29,-9,-6,11,-8
CCCSc1nnc(N)s1,-13,-10,-24,-11,-2,-12,1,2
COc1ccc(NC(=S)NNC(=O)CNc2ccc(Cl)cc2)cc1,9,2,8,-2,-10,-18,-4,19
COc1ccccc1/C=C(\NC(=O)c1cccc(C)c1)C(=O)Nc1ccccn1,-1,-9,10,6,1,12,-2,7
Cc1ccccc1NC(=O)CSc1nnc(CNC(=O)c2ccc3c(c2)OCO3)n1C,-6,4,5,-15,-4,-2,-1,4
COc1ccc(S(=O)(=O)N(CC(=O)N2CCOCC2)c2cc(Cl)ccc2OC)cc1OC,2,-3,16,-16,-3,-7,-1,-8
CCOc1ccccc1CNC(=O)c1c([N+](=O)[O-])c(C)nn1C,-1,2,8,-9,10,-9,-4,3
Cn1c(SCc2ccc(Br)cc2)nc2c(c1=O)SCC2,-27,6,9,13,1,-7,-2,22
CSc1cccc(NC(=O)CN(C)S(=O)(=O)c2ccc(C)cc2)c1,-2,-2,12,-10,-6,11,1,11
CC/C=C/C(=O)N1CC2(CC(c3cccc(NC(=O)COc4ccc(Cl)cc4)c3)=NO2)C[C@H]1C(N)=O (stereo partly specified),7,-12,-2,31,-17,-5,3,11
Cc1ccc(NC(=O)CCn2cccc2)cc1F,-9,0,-4,3,-8,1,-11,18
Cc1cc(C)n(CC(=O)N2CCCC(N3CCN(Cc4ccc5c(c4)OCO5)CC3)C2)n1 (stereo unspecified),7,6,2,16,3,8,-2,3
Cc1ccc(C)c(N(C(=O)c2csnn2)C(C(=O)NC2CCCCC2)c2cccnc2)c1 (stereo unspecified),-12,-3,-18,8,3,-4,0,-2
COc1cc(C(=O)NNC(=O)CNC(=O)c2ccc(Br)o2)cc(OC)c1OC,-12,7,6,4,1,-1,3,8
CCCNC(=O)CN(Cc1ccccc1F)S(=O)(=O)c1ccc(C)cc1,9,2,20,6,7,1,2,-13
O=C(NCCO)c1ccc2nc(-c3ccco3)c(-c3ccco3)nc2c1,-13,5,7,-3,5,-7,11,6
Cc1c(C(=O)C(=O)NCCC2=CCCCC2)c2ccccc2n1C,-2,-10,0,26,-5,11,-4,2
O=C(N1CCOCC1)N1CCN(c2nc(-c3ccc(F)cc3)cs2)CC1,4,-3,14,-2,-2,-1,-4,16
C#CCOCCOCCOCCNc1nc(N2CCN(C(=O)[C@H]([C@@H](C)CC)n3cc([C@@H](N)Cc4ccc(O)cc4)nn3)CC2)nc(N2CCN(C(=O)[C@H]([C@@H](C)CC)n3cc([C@@H](N)Cc4ccc(O)cc4)nn3)CC2)n1,-6,-2,23,-10,-9,54*,-4,-6
COc1ccc(N2CC(C(=O)N[C@@H](C)C(=O)NCCc3ccccc3)CC2=O)cc1 (stereo partly specified),-1,-2,14,-11,-3,2,-1,-3
Fc1ccc(CSc2nnc(CN3CCOCC3)n2-c2ccccc2)c(Cl)c1,5,6,-5,-3,-4,-3,-2,24
O=C(Nc1ccccc1-c1ccccc1)NC1CCN(CC(=O)N2CCOCC2)CC1,-15,-11,3,3,1,1,6,-4
COC(=O)c1c(NC(=O)c2ccccc2)sc2c1CC(C)(C)NC2(C)C,-7,7,21,33,-4,28,-1,9
CCN(CC)S(=O)(=O)c1cc(NS(=O)(=O)c2cc(Cl)ccc2Cl)ccc1C,-7,-13,-5,9,-2,17,-3,19
COc1cccc(N(CC(=O)NC2CCCCCC2)S(=O)(=O)c2ccccc2)c1,-11,0,8,8,-1,0,-4,23
COc1ccc2[nH]c3c(c2c1)CCN1C(=O)C(CC(=O)NCc2cccc(C(F)(F)F)c2)C[C@H](C(=O)N2CCCCC2)[C@@]31CCc1ccccc1 (stereo partly specified),23,10,x,-6,-1,x,x,9
NC(=O)c1ccc(-n2nnnc2SCC(=O)Nc2ccccc2)cc1,-3,-9,-37,3,9,-10,4,-15
CC(C)CNC(=S)N(CCO)Cc1cc2cc3c(cc2[nH]c1=O)OCO3,-3,2,-12,13,-9,-2,0,17
CCOc1ccccc1-n1nnnc1SCC(=O)O,-5,-1,2,15,-3,-7,-3,7
C#CCn1c(O)c(N=NC(=O)C(O)c2ccccc2)c2ccccc21 (stereo unspecified),9,-14,10,-11,-2,7,-5,4
O=C(Nc1ccc(F)c(Cl)c1)C1CC(=O)N(Cc2ccccc2)C1 (stereo unspecified),13,6,0,-1,2,17,5,17
NC(=S)Nc1ccc(Cl)c(Cl)c1,-2,11,15,18,-6,10,-1,15
Cc1onc(-c2ccccc2)c1C(=O)Oc1ccccc1,1,9,13,4,8,6,-2,11
O=C(Cn1c(=O)oc2ccccc21)Nc1ccc(S(=O)(=O)N2CCCCC2)cc1,-5,0,-12,54,-6,-5,-5,2
CC(=O)N1Cc2cc([N+](=O)[O-])ccc2Oc2ccccc21,-2,4,6,8,-5,-5,-1,1
CCCCCC/C=N/Nc1nnc(Cc2ccc(OC)c(OC)c2)c(=O)[nH]1,-7,29,14,3,-2,-2,-6,16
COc1ccc(Br)c(C(=O)OCC(=O)NC2CCCCCC2)c1,-5,2,-4,-2,3,16,-2,17
Cc1ccc(N(CC(=O)NCc2ccc(F)cc2)C(=O)c2ccco2)cc1C,3,-4,1,-3,24,0,1,20
COc1ccccc1C(=O)N/C(=C/c1ccc(Br)cc1)C(=O)NCCCn1ccnc1,3,6,-8,15,-4,6,0,17
CC1CCc2nn(CC(=O)N3CCCCCC3)cc2C1 (stereo unspecified),-9,3,5,-14,-1,4,-4,-1
CCn1nc(C)c(NC(=O)CSc2nnc(-c3ccco3)n2C)c1C,-10,-2,7,5,6,3,0,1
O=C(O)/C=C/C(=O)NCc1ccccn1,-3,4,15,-7,5,-7,-3,-1
Cn1c(SCc2nnc(-c3ccc(F)cc3)o2)nnc1C1COc2ccccc2O1 (stereo unspecified),7,-8,-4,-1,-8,9,-6,-7
CCN(CC)CCCNc1ncnc2ccccc12,-2,0,19,-6,-1,8,-4,8
Cc1cccc(N=Nc2c(C)nn(-c3ccccc3)c2N)c1C,15,3,1,-92,82*,-6,0,15
CC(=O)OC1C(N2CCCCC2)c2c(ccc(/C=C/C(=O)N3CCCCC3)c2O)OC1(C)C (stereo unspecified),-21,-11,21,9,-5,4,-3,-3
CC(C)(C)c1csc(NC(=O)CSc2nc3ccccc3c(=O)[nH]2)n1,4,-3,2,8,-2,1,-6,-6
CCOC(=O)c1c(C)nc2ncccn12,5,-1,8,9,-7,15,-1,-4
COc1ccc(C(C)=O)cc1CC(=O)Nc1cccc(S(=O)(=O)N2CCOCC2)c1,6,-2,25,-2,-8,0,-2,9
Cc1occc1-c1nnc(SCC(=O)N(C)c2ccccc2)o1,2,8,-12,-7,5,2,-4,14
CCN1c2ccccc2-c2nc3ccccc3n2C1c1ccccn1 (stereo unspecified),-2,4,18,8,-3,8,-5,0
COc1cc(NS(=O)(=O)c2ccc(NC(C)=O)cc2)ncn1,11,-9,-15,6,2,2,-4,-4
O=C(O)COc1ccccc1/C=N/NC(=O)CN1CCN(Cc2ccccc2Cl)CC1,1,4,-3,0,0,-8,-4,-1
Cc1cccc(C)c1NC(=O)C1(NC(=O)C2CCC(=O)N2)CCCCC1 (stereo unspecified),-6,0,6,-2,-15,12,-3,-6
COc1ccc(Cn2c(C)nc3c(c2=O)c2nc4ccccc4nc2n3Cc2ccco2)cc1,13,2,x,0,10,x,x,14
CC1Cc2c([nH]c(=O)n(-c3ccccc3)c2=O)O1 (stereo unspecified),5,-1,x,6,-5,x,x,1
Cc1cc(C)c2c(=N)c3ccccc3n(CCCCCCCCn3c4ccccc4c(=N)c4c(C)cc(C)nc43)c2n1,14,40*,x,16,21,x,x,107*
CC(=O)NCCc1ccc(S(=O)(=O)N2CCN(c3nc(-c4ccccc4)c(C)s3)CC2)cc1,4,6,8,0,-6,10,-5,0

# Three compounds from above, limited to ATG4B inhibitor, CCR6 antagonist and APJ antagonist.
SMILES	ATG4B inhibitor	CCR6 antagonist	APJ antagonist
COc1ccc(C2CC(=O)c3cc(OC)ccc3O2)cc1 (stereo unspecified)	2	13	x
CC1CCc2nn(CC(=O)N3CCCCCC3)cc2C1 (stereo unspecified)	-1	-1	5
Cc1ccc(NC(=O)CCn2cccc2)cc1F	-8	18	-4

# Another view of some results above:
# Value order: EBI2 block	CXCR6 inh	APJ antagonist	Gli-Sufu block	ATG4B inhibitor	UBC13 inh	APJ ag	CCR6 antagonist
CC(C)CNC(=S)N(CCO)Cc1cc2cc3c(cc2[nH]c1=O)OCO3
    -3	2	-12	13	-9	-2	0	17
CCOc1ccccc1-n1nnnc1SCC(=O)O
    -5	-1	2	15	-3	-7	-3	7
C#CCn1c(O)c(N=NC(=O)C(O)c2ccccc2)c2ccccc21 (stereo unspecified)
    9	-14	10	-11	-2	7	-5	4
O=C(Nc1ccc(F)c(Cl)c1)C1CC(=O)N(Cc2ccccc2)C1 (stereo unspecified)
    13	6	0	-1	2	17	5	17

# (further entries)
SMILES,EBI2 block,CXCR6 inh,APJ antagonist,Gli-Sufu block,ATG4B inhibitor,UBC13 inh,APJ ag,CCR6 antagonist
CS(=O)(=O)c1ccc(C(=O)Nc2ccccc2N2CCOCC2)c(Cl)c1,0,1,5,-2,-5,7,-3,6
CN(C(=O)c1ccc(NC(=O)Cc2ccc(NC(=O)C3CCCN(C(=O)CCc4ccccc4)C3)cc2)cc1)C1CC1 (stereo unspecified),-6,-3,12,6,-10,-5,-2,2
O=C(NC(=O)c1ccccc1F)OCc1ccc(Cl)cc1Cl,-6,-7,-3,5,18,-2,-5,8
CC1=C([N+](=O)[O-])C(c2ccccc2C(F)(F)F)NC(=O)N1C (stereo unspecified),-1,-2,-3,-3,2,-13,-1,3
CCN1C(=O)[C@H]2[C@@H](c3ccc(C)cc3)N3C(=O)N(c4cccc(F)c4)C(=O)[C@@]3(C)[C@H]2C1=O,-8,1,-24,8,-6,-18,2,11
C/C(=C\c1ccccc1)C(=O)Nc1ccc(S(=O)(=O)Nc2ncccn2)cc1,-3,-10,-21,1,-4,-3,-3,6
Cc1cc(Cl)ccc1OCC(=O)Nc1ccccc1NS(=O)(=O)c1cccs1,7,-10,-2,12,-8,20,-2,-2
CC1CCN(C(=S)Nc2cccc(S(=O)(=O)N(C)C)c2)CC1,0,-12,1,-3,-13,5,-4,9
CC1CCN(C(=O)CSc2nc(=O)n3ccccc3n2)CC1,-2,1,4,-2,-2,-3,5,-2
Cc1ccc(C(C(=O)NC2CCCCC2)N(Cc2cccnc2)C(=O)c2csnn2)cc1 (stereo unspecified),-5,4,6,-22,-7,4,-2,-4
O=C(COc1ccccc1)Nc1cccc(-c2ccc(N3CCOCC3)nn2)c1,-4,2,-8,-68,3,-1,13,8
CCOC(=O)Cc1[nH]nc2c1C(c1ccsc1)C(C#N)=C(N)O2 (stereo unspecified),-10,-5,-5,-3,-2,-6,0,-1
COc1cccc(NC(=O)CCc2ccccc2)c1,9,-5,2,-21,1,-4,1,2
COC(=O)c1sc2ncccc2c1OCc1ccc(Cl)cc1Cl,-2,4,-1,-4,5,-5,0,-22
Cc1cc(S(=O)(=O)N2CCOCC2)ccc1OCC(=O)Nc1ccc(Br)cc1F,9,-5,9,7,-4,0,-2,6
CCOC(=O)Cc1csc(NC(=O)C(C)Oc2ccc3c(C)cc(=O)oc3c2)n1 (stereo unspecified),-3,2,-5,27,0,1,2,12
O=C(CSc1cc(Cl)ccc1Cl)NC1CC1,-4,-3,-40,-13,-1,3,1,17

# Rows are unselected; about 3% have a hit in one of these screens.
